Screening results from PubChem.
TRHR enhancer: allosterically enhances the human TRH receptor; P34981; TRHR cells, fluo-8 calcium fluorescence, EC20 TRH enhancement; enhancement, % at 2 µM; hit rate 0.66% among 360,000; AID 493056; in the data active = enhancement above about 30%; also: 0% is about no effect
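TRHR-expressing cells loaded with fluo-8 calcium dye were read kinetically (ex 480/em 530) during compound addition, then stimulated with an EC20 of TRH (10 nM final). Enhancement of the Gq-mediated intracellular calcium response was scored.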
D1 antag: blocks dopamine activation of the human D1 receptor. P21728. HEK293 TREx D1 cells, calcium flux, dopamine EC80; hits give low values. activity change, negative = inhibition, % at 10 µM. hit rate 3.2% among 360,000; in the data active = activity change below about -30%; also: % is scaled to controls: 0 for no effect and ±100 for the full control effect
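Cells carrying a force-coupled, tetracycline-inducible human D1 receptor report calcium flux. Each well gets a 10 s baseline, compound with 180 s monitoring, then an EC80 dopamine stimulus with a second 180 s kinetic read.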
D1 PAM: enhances dopamine response at the human D1 receptor. hit rate 0.036% among 360,000. potentiation, % at 10 µM. HEK293 TREx D1 cells, calcium flux, dopamine EC20 potentiation. AID 504651; in the data active = potentiation above about 30%; also: 0% is about no effect
RXFP1 antagonist: RXFP1 (human) relaxin receptor antagonism. HEK293-RXFP1, relaxin-stimulated cAMP HTRF, 30 min; hits give low values. hit rate 0.59% among 350,000. activity change, negative = inhibition, % at 57.5 µM;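 active = activity change of -60% or lower, but not beyond a set lower limit; inconclusive = change between -60% and -40%, or beyond the set limit; inactive = change above -40%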; also: % is scaled to controls: 0 for no effect and ±100 for the full control effect
Target sequence (Q9HBX9 whole entry, looked up): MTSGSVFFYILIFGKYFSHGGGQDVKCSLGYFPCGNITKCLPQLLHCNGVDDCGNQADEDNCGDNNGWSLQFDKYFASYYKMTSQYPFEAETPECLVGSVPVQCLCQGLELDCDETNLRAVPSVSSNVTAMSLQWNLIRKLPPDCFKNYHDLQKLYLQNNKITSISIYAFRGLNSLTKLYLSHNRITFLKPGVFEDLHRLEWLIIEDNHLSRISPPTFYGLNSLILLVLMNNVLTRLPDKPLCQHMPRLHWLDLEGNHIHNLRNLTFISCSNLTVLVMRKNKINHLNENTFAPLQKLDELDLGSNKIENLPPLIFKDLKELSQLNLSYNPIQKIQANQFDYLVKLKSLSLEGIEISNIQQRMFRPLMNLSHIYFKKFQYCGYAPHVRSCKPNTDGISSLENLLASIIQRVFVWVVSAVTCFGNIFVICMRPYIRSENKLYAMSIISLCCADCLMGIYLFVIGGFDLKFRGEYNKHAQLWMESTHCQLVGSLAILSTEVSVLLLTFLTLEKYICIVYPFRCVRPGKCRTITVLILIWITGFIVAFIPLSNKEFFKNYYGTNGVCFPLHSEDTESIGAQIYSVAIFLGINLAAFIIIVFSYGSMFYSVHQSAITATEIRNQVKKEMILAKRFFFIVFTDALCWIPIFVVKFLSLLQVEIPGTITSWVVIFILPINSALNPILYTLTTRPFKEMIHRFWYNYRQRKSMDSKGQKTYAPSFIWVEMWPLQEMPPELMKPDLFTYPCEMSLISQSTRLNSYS
RXFP1 ag: activates the human relaxin receptor RXFP1; Potency, µM (series often up to 57.5 µM), inactives show at the top dose activation, hits mostly activators; HEK293T-RXFP1 cAMP TR-FRET, 30 min; response scale: percent of porcine relaxin response, buffer zero; hit rate 0.3% among 370,000; Q9HBX9; active = well fitted activation curve with a large enough effect; inconclusive = small, poorly fitted or top-dose-only effect; also: potency is read from the fitted curve at half-maximal effect; % is scaled to controls: 0 for no effect and ±100 for the full control effect; nearly all actives have a fitted effect of over 60% in size; many of its hits are not listed in these tables
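cAMP rise read by TR-FRET after 30 min, 37C compound exposure (up to 58 uM) in RXFP1-transfected HEK293 cells with Ro 20174 present. EC50 from Hill-equation fits, with 29 nM porcine relaxin as 100% and buffer as basal.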
D1 agonist: agonists of human D1 dopamine receptor. P21728. HEK293 T-REx D1 cells, calcium flux, agonist mode. activation, % at 2 µM. hit rate 1% among 360,000; in the data active = activation above about 30%; also: 0% is about no effect
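Tetracycline-induced HEK293 TREx D1 cells, force-coupled to calcium signalling, were dye-loaded with a no-wash calcium kit. Compound was pin-added after a 10 s baseline. Fluorescence was read kinetically at 1 cycle/s for 180 s, with calcium rises flagged as agonism.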
D2 ag: activates the human D2 dopamine receptor. P14416. HEK293 T-REx D2 cells, calcium flux agonist mode. activation, % at 2 µM. hit rate 0.53% among 340,000. AID 485358;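 active = activation over 3 SD above normal in the single-dose calcium agonist read, cut at about 30% in these data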; also: 0% is about no effect
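Calcium-flux readout, 1 cycle/sec over 180 s following compound pin transfer, in inducible HEK293 Trex D2 cells (force-coupled); dopamine controls included. Positive calcium responses during this window marked compounds as potential agonists.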
D2 potentiator: positive allosteric modulators of human D2 dopamine receptor; P14416; potentiation, % at 10 µM; HEK293 T-REx D2, calcium flux, EC20 dopamine potentiation; hit rate 0.34% among 340,000;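 active = potentiation over 3 SD above the plate norm, cut at about 30% in these data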; also: 0% is about no effect
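Cells plated with tetracycline inducer and held overnight at 30 C; calcium dye loaded 30–90 min at room temperature; baseline taken, compound added and read 180 s; EC20 dopamine then added and read 180 s.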
D2 antagonist: D2 dopamine receptor (human) antagonism | inhibition, % at 10 µM | HEK293 TREx D2 cells, calcium flux, dopamine EC80 | hit rate 2% among 340,000; in the data active = inhibition above about 30%; also: 0% is about no effect
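Antagonism is scored as inhibition of an EC80 dopamine-evoked calcium signal in a force-coupled, tetracycline-inducible HEK293 T-REx D2 line, with compound present 180 s before agonist.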
Starred values were filed as active, the others as inactive; ? = inconclusive; / = no result given. An excerpt; the hit share may differ from the screen's.

SMILES	TRHR enhancer	D1 antag	D1 PAM	RXFP1 antagonist	RXFP1 ag	D1 agonist	D2 ag	D2 potentiator	D2 antagonist
Cc1ccc([N+](=O)[O-])cc1NC(=O)CSc1nncn1-c1ccccn1	1	-3	-8	-3	8.2%	2	1.5	/	-12
COC(=O)c1ccc(C2NC(=O)NC(C)=C2C(=O)N(C)C)cc1 (stereo not given)	5	13	-2	-12	3.7%	1	0.3	22	-16
Cc1ccc(-c2nc(N3CCOCC3)sc2C(=O)N2CCOCC2)cc1	0	-2	4	17	0.7%	-1	-0.2	-33	-5
CCCCOc1ccc(N(CC(=O)NC(C)(C)CC)C(=O)CCC(=O)Nc2ccccn2)cc1	1	-30	-7	-28	-0.3%	3	1.6	-6	5
CCOC(=O)c1c(C)n(C)c2cc(CN(C)C)c(O)c(S(=O)(=O)c3ccccc3)c12	-1	-18	0	?	0.9%	3	0.0	6	16
O=S(=O)(NCCc1csc2nc(-c3ccccc3)nn12)c1cc(F)ccc1F	8	/	-1	-29	1.7%	12	1.6	-1	/
O=C(Cn1nc(C(F)(F)F)c2c1CCCC2)NCc1ccco1	-1	-5	0	6	-0.2%	1	-0.8	-7	-2
Cc1nc(SCC(=O)c2cccs2)c2oc3ccccc3c2n1	-5	6	5	8	3.8%	1	1.0	-22	-11
S=C(NCC1CCCO1)NC1CCCC1 (stereo not given)	-1	8	-1	4	-0.1%	1	1.6	-12	-1
CCC(C)(C)NC(=O)C1CCN(c2nc(OC)nc(OC)n2)CC1	13	2	-7	3	11%	1	0.0	3	-7
O=C(NCCCN1CCCC1=O)Nc1ccccc1Cl	7	16	0	9	-2.5%	1	1.3	11	-3
CCCN(CCC)S(=O)(=O)c1cc(CN2C(=O)c3cccnc3C2=O)ccc1OC	7	-1	-5	3	?	0	-1.6	27	1
FC(F)(F)c1nc2nncn2c2c1CCCCC2	1	-5	-3	11	2.1%	3	-1.8	1	7
NC1=C([N+](=O)[O-])C(c2ccc3c(c2)OCO3)C2=C(CCCC2=O)O1 (stereo not given)	-9	-20	-6	-4	1.0%	-3	-0.1	-1	4
O=C(Nc1ccc(OC(F)(F)F)cc1)c1cc2c(=O)n3ccccc3nc2s1	1	-3	0	11	17%	1	0.4	-12	/
COC(=O)c1cc2c(cc1N)OCCO2	0	19	-2	4	3.3%	1	0.2	-2	7
COc1ccc(OC)c(Cc2nnc(CCC(=O)NC3CCCCCCC3)o2)c1	0	-8	-1	-6	2.5%	0	/	/	/
CCOc1cc(N2CCOCC2)c(OCC)cc1NC(=O)c1cc(C)nc2ccccc12	8	-12	5	-17	-0.2%	1	1.5	-9	22
CC(=O)Nc1ccc(NC(=O)C/C(C)=N/NC(=O)C(=O)Nc2ccc(C)c(Cl)c2)cc1	-4	-18	-5	?	1.5%	4	1.5	-5	-7
O=C(O)c1ccc(S(=O)(=O)c2ccc3c(c2)C(=O)N(c2ccc(O)cc2)C3=O)cc1	0	-25	-5	11	1.0%	-1	61*	-26	-3
Cc1ccc(S(=O)(=O)N2CCCC(c3nnc4n3-c3ccccc3SC4)C2)cc1 (stereo not given)	0	4	-1	7	1.1%	-2	5.7	/	18
O=C(Nc1ccc(-c2cn3ccsc3n2)cc1)C1COc2ccccc2O1 (stereo not given)	1	-4	0	-24	0.6%	3	-0.5	-1	3
CCNC(=O)/C(C#N)=C/c1c(N(Cc2ccccc2)Cc2ccccc2)nc2ccccn2c1=O	-8	6	4	/	1.9%	3	0.3	-6	5
COc1ccc(N(Cc2cc3ccccc3[nH]c2=O)S(=O)(=O)c2ccccc2)cc1	-9	5	3	10	3.0%	1	-1.0	11	-6
CCCn1cc(SCC(=O)NCC2CCCO2)c2ccccc21 (stereo not given)	1	-3	-1	6	0.4%	-3	0.6	3	14
COc1ccc(CNC(=O)c2ccc3c(c2)N(Cc2ccccc2)C(=O)c2ccccc2S3(=O)=O)cc1	-2	-16	-3	-9	-0.2%	8	0.2	-9	/
O=C(CCNS(=O)(=O)c1ccccc1)NCCCSc1ccccc1	2	17	0	-6	0.5%	3	-1.1	-1	11
CCNCc1cc(Cl)c(OCc2ccccc2)c(OCC)c1	-4	0	-6	-16	1.4%	55*	0.6	-8	14
Cc1ccc(F)cc1NC(=S)NCCc1ccccc1	-6	20	-2	2	0.9%	4	-1.1	-12	-6
Cc1ccc(NC(=O)CSc2nnc3ccccn23)cc1S(=O)(=O)N1CCOCC1	-3	7	-7	16	16%	-2	0.3	13	-38
CN(Cc1ccccc1)S(=O)(=O)c1ccc(Cl)c(C(=O)NCc2ccc3c(c2)OCO3)c1	-5	-26	0	/	1.9%	9	/	/	/
O=C(Cn1cnc2c(oc3ccccc32)c1=O)Nc1ccccc1C(F)(F)F	0	-4	-4	4	3.2%	11	-0.5	-16	/
COc1ccc(C(=O)NC2CC3CCCC(C2)N3Cc2ccccc2)cc1 (stereo not given)	4	-49*	-12	-1	0.1%	2	0.2	-22	82*
Cc1cc(Cl)ccc1NS(=O)(=O)c1c(C(=O)N2CCCCCC2)c(C)n(C)c1C	0	4	-4	-10	-1.2%	0	/	10	/
O=C1CCCC(=O)N1c1ccc(O)cc1	2	-1	-3	0	-0.4%	2	1.5	-9	2
O=C(NNc1cc(Br)c(O)c(Br)c1)c1ccccc1	-2	-10	-2	-96*	-0.4%	19	0.2	4	6
CCOC(=O)c1cc2c(=O)n3cccc(C)c3nc2n(CC(C)C)c1=NC(=O)c1ccco1	-6	7	-2	4	5.4%	-1	0.2	-3	14
CCCCN(CC)CCNC(=O)c1cc2c(=O)n(C)c3ccccc3c2s1	5	-10	-1	-32	-2.5%	2	-1.5	-6	-12
Cc1ccc(NC(=O)CSc2nnc(CNC(=O)C34CC5CC(CC(C5)C3)C4)n2-c2ccc(F)cc2)cc1	2	1	5	-15	-2.8%	4	1.2	-8	1
O=C(COC(=O)C1=COCCO1)NCc1ccc(Cl)cc1	22	6	-2	-7	-1.4%	2	0.1	-5	-11

Record cards, as listed above. Screens in order: TRHR enhancer | D1 antag | D1 PAM | RXFP1 antagonist | RXFP1 ag | D1 agonist | D2 ag | D2 potentiator | D2 antagonist
Cc1ccc(S(=O)(=O)N2CCCC(c3nnc4n3-c3ccccc3SC4)C2)cc1 (stereo not given) across the screens: 0 | 4 | -1 | 7 | 1.1% | -2 | 5.7 | / | 18
CCCn1cc(SCC(=O)NCC2CCCO2)c2ccccc21 (stereo not given) across the screens: 1 | -3 | -1 | 6 | 0.4% | -3 | 0.6 | 3 | 14

Compounds shown so far with a nitro group on carbon, in the order listed:
SMILES	TRHR enhancer	D1 antag	D1 PAM	RXFP1 antagonist	RXFP1 ag	D1 agonist	D2 ag	D2 potentiator	D2 antagonist
Cc1ccc([N+](=O)[O-])cc1NC(=O)CSc1nncn1-c1ccccn1	1	-3	-8	-3	8.2%	2	1.5	/	-12
NC1=C([N+](=O)[O-])C(c2ccc3c(c2)OCO3)C2=C(CCCC2=O)O1 (stereo not given)	-9	-20	-6	-4	1.0%	-3	-0.1	-1	4

More results follow:
SMILES	TRHR enhancer	D1 antag	D1 PAM	RXFP1 antagonist	RXFP1 ag	D1 agonist	D2 ag	D2 potentiator	D2 antagonist
NS(=O)(=O)c1ccc(NC(=O)c2cc(-c3ccccc3O)n[nH]2)cc1	9	1	10	-5	-3.3%	0	/	/	/
CC(=O)c1cccc(NC(=O)Nc2cc3c(cc2N2CCCC2)n(C)c(=O)n3C)c1	-4	2	-2	/	2.3%	2	0.2	-9	/
C[C@]12C=CC(=O)C=C1CC[C@@H]1C2C(O)C[C@@]2(C)C1CC[C@]2(O)C(=O)COC(=O)CCC(=O)NC(CC(=O)O)C(=O)O (stereo not given in full)	3	-11	2	6	0.0%	3	0.4	14	-5
O=C(Nc1ccccn1)c1cc(-n2cnnc2)ccc1Cl	-1	-4	2	5	-0.1%	3	0.0	-1	8
CCOc1ccc(/C=C2/SC(=S)N(CCC(=O)Nc3ccc(C(=O)O)cc3)C2=O)cc1	4	-3	-2	-10	2.2%	2	0.7	-2	-5
C[C@H](NCc1c[nH]c2ccccc12)c1ccccc1	-2	10	-28	-9	1.0%	9	0.1	10	-5
CCC1(c2ccc(F)cc2)NC(=O)N(CC(=O)N2CCc3ccccc32)C1=O (stereo not given)	-3	-15	/	3	-3.2%	58*	6.3	1	-2
Cc1ccc(OC(=O)c2cccc(C(=O)Oc3ccc(C)cc3)n2)cc1	-4	-17	0	10	2.4%	1	0.2	-2	11
COc1ccc(C)cc1Nc1n[n+](-c2ccccc2)c(-c2ccc(N(C)C)cc2)s1	-8	-57*	-19	/	1.7%	1	-0.6	-10	9
CC[N+]1=CN(c2ccccc2)C(C)=CC1(C)C	3	1	-3	2	-0.8%	7	2.3	1	9
CC(C)c1cccc(C(C)C)c1NC(=O)COC(=O)[C@H](C)NC(N)=O	-1	3	9	-5	-1.2%	1	0.4	-11	2
Cc1[nH]n(-c2ccccc2)c(=O)c1C(=O)c1cccc(F)c1	-9	2	8	3	0.2%	3	-1.3	-1	4
CCOC(=O)c1cc(NC(=O)c2ccc(Cl)cc2)c(=O)n2c1oc1ccc(Cl)cc12	15	0	1	-6	0.8%	2	1.0	15	32*
COc1ccc(OC)c(C(=O)Cn2c3[n+](c4ccc(C(F)(F)F)cc42)CCCCC3)c1	-3	/	-3	3	-1.2%	-3	-0.2	6	5
CC(=O)N1CCOc2cc(S(=O)(=O)Nc3cc(C(F)(F)F)ccc3Cl)c(C)cc21	17	1	-2	1	?	0	-0.4	11	/

2 entries picked at random from the list so far, as already listed:
SMILES	TRHR enhancer	D1 antag	D1 PAM	RXFP1 antagonist	RXFP1 ag	D1 agonist	D2 ag	D2 potentiator	D2 antagonist
COc1ccc(C)cc1Nc1n[n+](-c2ccccc2)c(-c2ccc(N(C)C)cc2)s1	-8	-57*	-19	/	1.7%	1	-0.6	-10	9
CCOC(=O)c1cc(NC(=O)c2ccc(Cl)cc2)c(=O)n2c1oc1ccc(Cl)cc12	15	0	1	-6	0.8%	2	1.0	15	32*
